Source: PubChem BioAssay
Tau fluor counter: counter-screen for tau fibril formation inhibitors; AID 1463; Potency, µM (titrated, usually from 57.7 µM), for inactives: at the highest dose activity change, negative = decrease; tau K18 P301L Alexa594 fluorescence, heparin fibrillization; 280,000 tested, 0.93% active; further: on the % scale 0 is the no-effect control and ±100 the full control effect; nearly all actives have a fitted effect of over 55% in size
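Human K18 P301L tau (15 uM unlabeled plus 0.24 uM Alexa 594-labeled, final) in 100 mM sodium acetate pH 7 was mixed with compound and 20 uM heparin and incubated 6 hr at 37 C.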
GAA glycogen: GAA glycogen-cleavage inhibition or activation. Potency, µM (highest dose often 76.4 µM), for the others: at the top dose activity change, negative = inhibition, actives largely listed as inhibitors. 300,000 tested, 0.38% active. recombinant GAA, glycogen substrate, Amplex Red glucose oxidase fluorescence. AID 2100. P10253;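 further: 0% = full enzyme reaction and -100% = no-enzyme basal signal; the screen sought inhibitors and activators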
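Recombinant enzyme (4 nM final) with compounds titrated up to 77 uM and bovine liver glycogen (30 ug) in citrate pH 5.0, 0.01% Tween-20, 37 C 40 min. Released glucose detected by Amplex Red/glucose oxidase (Ex 573/Em 610); AC50 from Hill fits.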
GLA spleen mod: inhibits or activates alpha-galactosidase in human spleen homogenate; P06280; human spleen homogenate, 4MU-alpha-Gal fluorescence, 40 min; Potency, µM (series often up to 80 µM), inactives show at the highest dose activity change, negative = inhibition, usual class: inhibitors; 240,000 tested, 0.008% active;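 further: 0% = enzyme with vehicle and -100% = no enzyme basal signal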
Target sequence (P06280 32-429 limits assumed): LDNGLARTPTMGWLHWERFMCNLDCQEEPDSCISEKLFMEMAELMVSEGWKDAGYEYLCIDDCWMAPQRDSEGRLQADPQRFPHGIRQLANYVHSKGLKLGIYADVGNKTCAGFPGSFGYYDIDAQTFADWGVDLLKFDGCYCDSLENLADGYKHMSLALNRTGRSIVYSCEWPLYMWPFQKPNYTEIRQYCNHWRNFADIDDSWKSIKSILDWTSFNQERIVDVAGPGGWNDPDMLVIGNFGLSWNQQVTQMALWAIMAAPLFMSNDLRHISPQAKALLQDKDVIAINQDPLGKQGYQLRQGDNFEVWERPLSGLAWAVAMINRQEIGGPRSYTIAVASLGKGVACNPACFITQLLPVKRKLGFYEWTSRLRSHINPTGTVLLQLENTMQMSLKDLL
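qHTS titration in buffer at pH 5.0. Alpha-galactosidase activity in spleen homogenate was measured via 4-methylumbelliferone release from 1 mM fluorogenic substrate after 40 min at 37C and a pH 10 stop. AC50 came from Hill fits of control-normalized data.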
GAA spleen mod: inhibitors or activators of human alpha-glucosidase in spleen homogenate | P10253 | human spleen homogenate, 4-MU-alpha-glucoside fluorescence | Potency, µM (top dose mostly 79.9 µM), without a hit: at the highest dose activity change, negative = inhibition, actives largely listed as inhibitors | 240,000 tested, 0.006% active;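 further: 0% = enzyme with vehicle and -100% = no enzyme basal signal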
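Enzyme source: human spleen homogenate, 1 ug/well. Buffer 50 mM citric acid/K phosphate pH 5.0, 0.01% Tween-20. 4-MU-alpha-glucoside 1 mM; 37 C x 40 min; NaOH/glycine stop; fluorescence.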
Tau FP inhib: inhibitors of human tau fibril formation. P10636. K18 P301L tau heparin fibrillization, Alexa594 FP, 6 h. Potency, µM (titrated, usually from 57.7 µM), without a hit: at the top dose activity, negative = inhibition, most hits filed as inhibitors. 280,000 tested, 0.39% active. AID 1468; further: on the % scale 0 is the no-effect control and ±100 the full control effect; nearly all actives have a fitted effect of over 55% in size
Target sequence (P10636 561-689 P618L limits assumed): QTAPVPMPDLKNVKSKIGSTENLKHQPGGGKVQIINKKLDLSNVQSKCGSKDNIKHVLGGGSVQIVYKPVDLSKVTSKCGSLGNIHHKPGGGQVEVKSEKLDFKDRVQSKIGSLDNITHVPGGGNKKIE
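Human K18 P301L fragment (15 uM unlabeled plus 0.24 uM Alexa 594-labeled) in 100 mM sodium acetate pH 7 with compound, aggregation induced by 20 uM heparin for 6 hr at 37 C. ThT (30 uM) added for 1 hr, then Alexa 594 FP read.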
GAA inh: blocks human lysosomal alpha-glucosidase. P10253. purified human GAA, 4-MU-alpha-glucoside fluorescence. Potency, µM (titrated, usually from 76.9 µM), for the others: at the top dose activity change, negative = inhibition, most hits filed as inhibitors. 200,000 tested, 0.005% active. AID 1466;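 further: plate controls were uninhibited enzyme wells for no effect and no-enzyme background for full effect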
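Human enzyme at 4 nM with 400 uM 4-methylumbelliferyl-alpha-D-pyranoside, citrate/phosphate buffer pH 5.0, 0.005% Tween-20, 20 min at room temperature. Compounds up to 77 uM. 4-MU fluorescence (Ex 365/Em 440) read after NaOH/glycine stop; AC50 from Hill fit.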
HTT cytoprotect: Huntington cell model cytoprotection by ATP luminescence. PC12 HTT-Q103 induced, cytoprotection, ATP luminescence, 40 h. Potency, µM (titrated, usually from 56.4 µM), for the others: cytoprotection (ATP increase), hits mostly activators. 230,000 tested, 0.14% active. AID 1471;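 further: % of control where 0% means no effect; nearly all actives have a fitted effect of over 45% in size; toxic huntingtin expression switched on by the ecdysone agonist tebufenozide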
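Cells were plated at 1500 per well in phenol red-free DMEM with 5% equine and 5% calf serum. Tebufenozide (100 nM final) and compounds were added, then ATPlite reagent, and luminescence was read.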
Tau ThT inhib: tau fibrillization inhibition (ThT binding); P10636; recombinant tau K18 P301L (four-repeat tau fragment), heparin-induced fibrillization, ThT fluorescence; Potency, µM (highest dose often 57.4 µM), without a hit: at the highest dose activity, negative = inhibition, usual class: inhibitors; 270,000 tested, 2.1% active; AID 1460; further: on the % scale 0 is the no-effect control and ±100 the full control effect; nearly all actives have a fitted effect of over 55% in size
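Aggregation was driven by heparin (20 uM final) acting on recombinant tau […] bearing P301L in 100 mM sodium acetate pH 7; fibrils were detected with Thioflavin T.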
Active calls of the source: *; ? = inconclusive; · = no result given; & = joins results of further samples; [ ] = another dose, or the depositor's remark. The call rests on the fitted dose curve; in most records, active means well fitted curve in the direction sought with a large enough effect; inconclusive means small, poorly fitted or top-dose-only effect, or another doubt; inactive means no such curve, though single readings can be large; an effect the other way counts as inactive or inconclusive. Potency means the concentration at half of the fitted maximal effect. These rows are one share of the data, so the mix of outcomes need not match the whole.

SMILES	Tau fluor counter	GAA glycogen	GLA spleen mod	GAA spleen mod	Tau FP inhib	GAA inh	HTT cytoprotect	Tau ThT inhib
CN(C)S(=O)(=O)n1cc(/C=C(\NC(=O)c2ccccc2)C(=O)NCCCn2ccnc2)c2ccccc21	-11.9%	-12.6%&6.4%[76.3 µM]	·	·	-10.5%	·	·	3.3%
Cc1c(Cl)cccc1NC(=O)Cn1cc(C(=O)C2CCCCC2)c2ccccc21	-26.6%	-5.9%[76.3 µM]	·	·	-10.3%	·	·	-4.7%
O=C1c2c(O)ccc(O)c2C(=O)c2c(NCCNCCO)ccc(NCCNCCO)c21	3.16µM*[quencher]	·	-2.7%	-0.7%	?	·	-274.3%[inhibitor]	8.91µM*
CCN(CC)CC1CCCCN1CC(=O)N1c2ccccc2C(=O)Nc2cccnc21 (stereo not drawn)	3.1%&-10.4%	2.5%	0.1%&-11.5%	-4.6%&2.4%	-0.3%&-4.5%	-9.5%[15.4 µM]	?	2.8%&-7.0%
Cc1scc2c1N(C(=O)CN1CCN(C)CC1)c1ccccc1NC2=O	1.6%&-2.5%&-10.2%&3.2%&-0.9%	4.8%	-1.8%	2.7%	3.2%&-9.4%&-6.7%&0.1%&4.3%	6.9%	?	0.3%&-0.2%&-4.2%&-3.1%&0.5%
O=C(O)Cc1cn(-c2ccccc2)nc1-c1ccc(Cl)cc1	5.4%	1.0%	-3.0%	0.6%	1.8%	-3.6%	?	12.8%
Cc1c(C)n(Cc2ccccc2)c2ccc(C(=O)OCCN(C)C)cc12	?	-10.2%	10.7%	4.6%	-8.1%	?	-15.8%	?
Cc1cc(Cn2cnc3c2C[C@@H](C(=O)O)N(C(=O)C(c2ccccc2)c2ccccc2)C3)ccc1N(C)C	6.3%	·	5.8%	3.6%	0.8%	·	0.7%	-8.8%
CN(C)CCCSc1ccccc1NC(=O)/C=C/c1ccccc1	1.2%&-7.3%	-1.2%	10.3%&-2.5%	3.1%&-8.7%	-3.2%&-5.7%	2.6%[15.4 µM]	-40.6%[inhibitor]	4.1%&-3.0%
Cn1ccc2cc3c(cc21)CCN3C(=O)Nc1cccnc1	?	·	12.4%&-4.5%	10.6%&3.7%	4.2%&12.6%	·	-65.7%[inhibitor]	?
CCCC(=O)O[C@]1(C(=O)COC(C)=O)CC[C@H]2[C@@H]3C[C@H](F)C4=CC(=O)C=C[C@]4(C)[C@@]3(F)[C@@H](O)C[C@@]21C	-22.7%	-1.3%	7.1%	9.1%	2.8%	-0.4%[15.4 µM]	·	-19.2%
CCN(CC)CCOc1ccc(Cc2ccccc2)cc1	6.2%&-9.3%	·	-8.8%&-4.3%	2.6%&-0.7%	7.2%&-0.6%	·	-386.8%&-25.3%[inhibitor]	3.5%&-8.4%
O=C(c1ccc(F)cc1)C1CCN(CCn2c(=O)[nH]c3ccccc3c2=O)CC1	-13.9%	·	2.7%	-0.2%	6.2%	·	-99.3%[inhibitor]	-10.1%
CN(C(=O)c1c(O)c2ccccc2n(C)c1=O)c1ccccc1	-6.2%	·	6.5%	16.5%	-1.9%	·	13.6%	-11.8%
O=C(c1ccccn1)N(Cc1cccs1)C1(C(=O)NC2CCCCC2)CCCCC1	-8.1%	-3.9%	-0.3%	-2.4%	-2.0%	-1.4%	-22.7%	-12.6%
CC[C@@]12CCCN3CCc4c(n(c5ccccc45)[C@](O)(C(=O)OC)C1)[C@H]32	-5.9%	·	-5.3%	-4.0%	-10.1%	·	?	-0.5%
CC12CCC3C(=CCc4cc(O)ccc43)C1CCC2=O (stereo not drawn)	-9.6%	·	3.8%	7.7%	-4.6%	·	-56.2%[inhibitor]	-9.6%
CCCCCCCCCCCCCCCC(O)C(N)CO (stereo not drawn)	-8.0%	1.6%	4.8%	0.1%	3.2%	-0.6%[15.4 µM]	·	-13.3%
CC1(C)[C@@H](O[C@H]2O[C@H](C(=O)O)[C@@H](O)[C@H](O)[C@H]2O[C@@H]2O[C@H](C(=O)O)[C@@H](O)[C@H](O)[C@H]2O)CC[C@]2(C)[C@H]3C(=O)C=C4[C@@H]5C[C@@](C)(C(=O)O)CC[C@]5(C)CC[C@@]4(C)[C@]3(C)CC[C@@H]12	2.2%	·	0.1%	4.2%	2.5%	·	-3.5%	-1.0%
C/C(=N\NC(=S)NCc1ccccc1)C1CCCCC1	-17.1%	-9.1%	-2.4%	-4.8%	-3.1%	5.2%	-58.4%[inhibitor]	-9.7%
Nc1ncnc2c1c(-c1ccc(Oc3ccccc3)cc1)cn2C1CCCC1	-26.7%	·	-4.5%&8.9%	2.0%&-11.4%	0.7%	·	3.2%[1.9 µM]	?
CC(C)OCc1cc(CN2CCN(c3ccccc3)CC2)c(O)c2ncccc12	-17.6%	-16.4%[76.3 µM]	·	·	?	·	·	-10.2%
COc1cc(C=O)ccc1O	-5.4%	·	-1.5%&-2.4%	-11.6%&-4.4%	-9.3%	·	-7.8%[1.9 µM]	0.9%
CN(C)C/C=C(\c1ccc(Br)cc1)c1cccnc1	-3.0%	·	-5.1%	-1.1%	-2.8%	·	?	-5.6%
CCn1cc(C(=O)O)c(=O)c2cc(F)c(N3CCNC(C)C3)c(F)c21 (stereo not drawn)	-3.5%&-8.2%	·	-4.9%&13.4%	7.8%&-7.7%	-10.4%&-7.5%	·	-48.7%[inhibitor]	-2.0%&-2.0%

Carrying on.
SMILES	Tau fluor counter	GAA glycogen	GLA spleen mod	GAA spleen mod	Tau FP inhib	GAA inh	HTT cytoprotect	Tau ThT inhib
CCCCC(CC)COC(=O)c1ccccc1O (stereo not drawn)	-3.6%	·	-16.1%	0.4%	3.8%	·	28.6%	-5.8%
NC(=O)C[C@@H](N)C(=O)O	-2.9%	·	-10.8%	3.3%	6.1%	·	-12.8%	0.8%
COc1ccc(C(=O)c2ccccc2)c(O)c1	1.5%&-23.3%	-3.2%	-3.2%	-4.3%	6.3%&-15.0%	-10.7%	-33.7%[10 µM]	8.1%&-14.5%
CCCC(=O)O[C@]1(C(=O)CCl)[C@@H](C)C[C@H]2[C@@H]3CCC4=CC(=O)C=C[C@]4(C)[C@@]3(F)C(=O)C[C@@]21C	-20.1%	-2.0%	-0.8%	1.4%	10.5%	0.4%[15.4 µM]	·	?
CCOC(=O)c1ccc(NC(=O)c2cc(=O)c3ccc(C)c(C)c3o2)cc1	-20.9%	13.4%[76.3 µM]	·	·	-14.5%	·	·	-7.5%
COc1ccc(-c2oc3c(CC=C(C)C)c(O[C@@H]4O[C@H](CO)[C@@H](O)[C@H](O)[C@H]4O)cc(O)c3c(=O)c2O[C@@H]2O[C@@H](C)[C@H](O)[C@@H](O)[C@H]2O)cc1	-5.7%	-1.6%	-9.1%	5.6%	2.9%	-2.5%[15.4 µM]	·	-10.2%
CCCOc1ccc2nc(NC(=O)OC)[nH]c2c1	-9.1%&-2.7%	0.5%	-15.0%&0.1%	1.3%&12.1%	2.1%&4.4%	-0.1%[15.4 µM]	-228.1%[inhibitor]	-9.2%&-1.0%
CN[C@@H]1[C@H](O)[C@H](NC)[C@H]2O[C@@]3(O)C(=O)C[C@@H](C)O[C@H]3O[C@@H]2[C@H]1O	-3.0%&-3.2%	8.1%	-3.7%&20.3%	2.9%&15.0%	-1.4%&-0.1%	·	-5.4%	-7.1%&-2.2%
C[C@@H]1CC[C@]2(C(=O)O)CC[C@]3(C)C(=CCC4[C@@]5(C)C[C@@H](O)[C@H](O)[C@@](C)(CO)C5CC[C@]43C)C2[C@H]1C (stereo partly drawn)	-13.1%	·	-2.7%	-4.4%	7.8%	·	·	-15.6%
COc1ccc(-c2cc(C(F)F)nn2-c2ccc(S(N)(=O)=O)cc2)cc1F	-9.5%	·	-4.3%	5.3%	-6.6%	·	8.91µM*	-9.8%
COc1cc(N)c(Cl)cc1C(=O)N[C@@H]1CCN(CCCOc2ccc(F)cc2)C[C@@H]1OC	-26.4%	-1.1%	2.5%	0.0%	-3.4%	-12.7%[15.4 µM]	·	?
CCC1OC(=O)C[C@H](O)C(C)[C@@H](O[C@@H]2OC(C)C(O)C(N(C)C)C2O)C(CCN2CC(C)CC(C)C2)CC(C)C(=O)/C=C/C(C)=C\[C@@H]1COC1OC(C)C(O)C(OC)C1OC (stereo partly drawn)	5.2%	·	15.3%	1.3%	13.1%	·	-29.3%	3.4%
CCOc1ccc2nc(N3CCC(C(=O)Nc4ccccc4CC)CC3)sc2c1	-25.4%	1.0%[76.3 µM]	·	·	4.1%	·	·	?
CCN(CCCCOC(=O)c1ccc(OC)c(OC)c1)C(C)Cc1ccc(OC)cc1 (stereo not drawn)	-9.4%&-10.8%	2.6%	-4.9%&-8.7%	-8.2%&-7.3%	8.2%&-1.9%	-11.3%[15.4 µM]	-2.8%	-4.3%&-3.1%
CC1(C)O[C@@H]2C[C@H]3[C@@H]4C[C@H](F)C5=CC(=O)C=C[C@]5(C)[C@@]4(F)[C@@H](O)C[C@]3(C)[C@]2(C(=O)CO)O1	-16.6%	3.8%	-0.3%	4.6%	-5.5%	-4.9%[15.4 µM]	·	-15.3%
Cc1nc2c3ccccc3nc(NNC(=O)CCC(=O)N3CCN(c4ccccc4F)CC3)n2n1	-12.1%	?	·	·	-6.4%	·	·	1.6%
Cc1ccccc1OCC(O)CO (stereo not drawn)	-6.8%	·	-5.2%	-2.1%	-2.5%	·	26.7%	-0.6%
CCOC(=O)c1sc(NC(=O)c2c(-c3ccccc3)c(-c3ccccc3)nn(C)c2=O)nc1C	-12.0%	-9.8%[76.3 µM]	·	·	5.6%	·	·	-9.0%
Cc1cccc(Cc2c(C)nc3c(-c4ccccc4)c(C)[nH]n3c2=O)c1	-17.0%	-3.1%[76.3 µM]	·	·	-2.4%	·	·	-15.7%
